# From PubChem
# FBW7 activator – human FBW7 E3 ligase activation, primary screen; Q969H0; AlphaScreen FBW7–phospho-cyclin E peptide binding, activator screen; normalized activity (activation), % at 26.1 µM; hit rate 0.13% among 650,000; AID 1259310; in the data active = normalized activity above about 1.9%;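 note: purified mutant Fbw7 with reduced substrate affinity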
# GPR151 ag – activates the human receptor GPR151; Q8TDV0; PathHunter beta-arrestin GPR151 cells, luminescence; activation, % at 11.2 µM; hit rate 1% among 650,000; in the data active = activation above about 4.9%;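 note: 0% = median of compound wells and 100% = cells with positive control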
# Target sequence (Q8TDV0 whole entry, looked up): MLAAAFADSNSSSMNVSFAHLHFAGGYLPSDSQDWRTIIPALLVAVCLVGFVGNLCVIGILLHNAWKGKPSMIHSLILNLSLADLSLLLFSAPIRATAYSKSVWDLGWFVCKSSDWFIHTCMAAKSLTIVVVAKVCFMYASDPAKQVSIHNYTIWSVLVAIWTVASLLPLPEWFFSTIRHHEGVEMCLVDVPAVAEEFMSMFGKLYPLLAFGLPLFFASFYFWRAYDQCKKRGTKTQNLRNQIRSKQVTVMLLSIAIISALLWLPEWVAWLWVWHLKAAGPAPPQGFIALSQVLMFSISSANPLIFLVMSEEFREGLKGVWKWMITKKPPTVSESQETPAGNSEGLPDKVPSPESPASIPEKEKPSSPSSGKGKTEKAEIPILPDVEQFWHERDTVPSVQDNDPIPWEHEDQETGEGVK
# TEAD-YAP inh – TEAD-YAP interaction inhibition | hit rate 1.4% among 640,000 | inhibition, % at 9.12 µM | HEK-TIYL cells, TEAD-Gal4/YAP UAS-luciferase luminescence | AID 1259422; in the data active = inhibition above about 32%;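 note: 0% = median of test compound wells and 100% = reference inhibitor wells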
# MITF inh – human MITF inhibition, primary screen | O75030 | AlphaScreen MITF homodimerization, bead proximity signal | inhibition, % at 2.6 µM | hit rate 0.91% among 650,000 | AID 1259374; in the data active = inhibition above about 50%;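 note: 0% = vehicle wells with protein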
# Target sequence (O75030 whole entry, looked up): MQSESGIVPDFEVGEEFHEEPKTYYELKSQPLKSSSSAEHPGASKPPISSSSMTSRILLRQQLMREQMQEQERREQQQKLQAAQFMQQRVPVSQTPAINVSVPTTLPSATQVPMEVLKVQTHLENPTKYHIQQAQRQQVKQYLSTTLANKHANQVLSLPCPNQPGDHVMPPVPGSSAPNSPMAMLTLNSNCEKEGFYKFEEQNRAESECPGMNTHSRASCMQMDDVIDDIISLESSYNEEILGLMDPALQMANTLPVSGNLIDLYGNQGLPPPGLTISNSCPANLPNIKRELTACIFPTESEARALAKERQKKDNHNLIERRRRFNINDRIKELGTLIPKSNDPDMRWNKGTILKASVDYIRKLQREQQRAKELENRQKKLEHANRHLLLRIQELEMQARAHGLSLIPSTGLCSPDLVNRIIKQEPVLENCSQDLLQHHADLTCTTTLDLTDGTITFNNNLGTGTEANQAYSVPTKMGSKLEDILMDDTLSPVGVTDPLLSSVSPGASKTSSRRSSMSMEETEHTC
# * hit, by the source's call; x = not tested or not shown. Hits appear at their usual frequency. Share with any hit: about 3.4%.
molecule	FBW7 activator	GPR151 ag	TEAD-YAP inh	MITF inh
Cc1cccc(OC(=O)c2ccco2)c1C	-0.1	0.2	0	-7
CN(C)S(=O)(=O)c1ccc(/C(O)=C2/C(=O)C(=O)N(Cc3cccnc3)C2c2ccco2)cc1 (configuration not stated)	0.7	-0.7	1	21
CC(C(=O)N1CCCCC1)n1sc2ccccc2c1=O (configuration not stated)	0.2	-0.6	-59	-1
O=C(Nc1ccc(C(F)(F)F)cc1)N1CCCC(N2CCOCC2)C1 (configuration not stated)	-0.2	0.3	2	5
COc1cccc(NC(=O)c2ccc(F)c(S(=O)(=O)N3CCCc4ccccc43)c2)c1	0.3	-1.2	16	14
O=C(NCCc1ccc(F)cc1)Nc1ccc([N+](=O)[O-])cc1	0.9	-1.4	-4	8
COc1cc(NC(=O)c2cc3nc(-c4ccccc4)cc(-c4ccccc4)n3n2)cc([N+](=O)[O-])c1	0.0	-0.8	-6	-1
Cc1ccc(S(=O)(=O)Oc2ccccc2/C=N/N=C(N)N)cc1	-0.2	-0.6	10	2
COc1ccc(NC(=O)c2ccco2)cc1NC(=O)CSc1ccc(Cl)cc1	-0.1	-1.1	-11	-10
Cc1ccc2c(c1)CN(CCNC(=O)c1cc(C(F)(F)F)[nH]n1)CC(C)O2 (configuration not stated)	-0.1	-1.2	12	7
COCCN1C(=O)NC(Cc2cccc(OC)c2)(C2CCN(CCC(C)C)CC2)C1=O (configuration not stated)	0.0	2.1	-5	3
Cc1ccc(C2=Nn3cnnc3SC2)cc1	0.3	0.0	-5	8
O=C(OCC(CCl)OC(=O)c1ccccc1)c1ccccc1 (configuration not stated)	1.7	1.8	-6	-2
Cc1cccc(N(C)C(=O)Cc2noc3ccc(C)cc23)c1	-0.1	-0.8	7	11
COc1cc(Cn2c(C)cc(O)cc2=O)cc(OC)c1OC	-0.2	-1.5	4	-2
CN1CCN(C(=O)CN2C(=O)S/C(=C\c3ccccc3F)C2=O)CC1	0.1	0.3	-13	13
Cc1cc(NCCc2ccc(O)cc2)nc(NCCN2CCOCC2)n1	-0.2	0.1	6	-3
O=C(CC(SCCO)c1ccc2c(c1)OCO2)c1ccc(Cl)cc1 (configuration not stated)	-0.1	2.5	-7	-8
Nc1c(C(=O)c2ccccc2)sc2nc(-c3ccc(Br)cc3)cc(C(F)(F)F)c12	0.0	-0.7	-11	4
O=C(NCc1n[nH]c(=S)n1-c1ccc(Br)cc1)c1c(F)cccc1Cl	0.1	2.9	6	10
COc1cc(NC(=O)CC23CC4CC(CC(C4)C2)C3)ccc1NC(=O)C(C)C	0.1	-0.8	1	-1
CC1CCN(C(=O)c2cn(C)c(=O)c3ccccc23)CC1	0.2	-1.5	-4	12
CC(C)CCNC(=O)c1ccc2c(c1)NC(=O)C(CSCc1cccc(Cl)c1)N2 (configuration not stated)	-0.1	0.7	3	19
CCc1ccc(-n2c(=S)sc3c(=O)n(-c4ccccc4)c(SCc4cccc([N+](=O)[O-])c4)nc32)cc1	-0.1	-0.6	3	-3
CC(C)(C)c1ccc(OCC(O)CN2CCN(C(=O)c3ccccc3)CC2)cc1 (configuration not stated)	0.1	-0.1	6	24
Cc1cc2c(cc(C(=O)NCc3ccccc3C)n2C)s1	-0.2	-0.8	3	13
O=C(O)CCCC(=O)OCCCCc1cccs1	-0.2	0.0	1	9
CCCCN(C)C(=O)c1c[nH]c2ccc(S(=O)(=O)N(CC)c3cccc(C)c3)cc2c1=O	0.1	1.6	10	10
CC(=O)c1ccc(NC(=O)NNC(=O)Cc2cccs2)cc1	-0.2	-1.5	-8	-8
Cn1c(C(C#N)C(=O)COc2ccc(Br)cc2)nc2ccccc21 (configuration not stated)	0.5	-2.1	-7	-4
Cc1c(NC(=O)c2ccc(COc3ccccc3Br)cc2)c(=O)n(-c2ccccc2)n1C	0.2	0.1	11	48
OC(CN1CCN(c2ccccc2F)CC1)c1ccccc1 (configuration not stated)	0.0	-0.4	-9	-3
CC1CC(C)CN(S(=O)(=O)c2ccc(C(=O)Nc3nc4ccc(S(C)(=O)=O)cc4s3)cc2)C1 (configuration not stated)	0.2	-0.2	2	14
COCCNCCOc1ccc(C)cc1Cl	0.2	1.3	-2	34
O=C(/C=C/c1ccc2c(c1)OCO2)Nc1ccc(Br)cc1F	0.0	0.0	-30	8
CC(C)(C)NC(=O)Cn1cc(C(=O)C(C)(C)C)c2ccccc21	0.2	0.7	4	21
O=C(CCn1c(SCC(=O)NCc2ccco2)nc2cc3c(cc2c1=O)OCO3)NCc1ccc2c(c1)OCO2	0.0	0.2	8	5
C=C(C)CSc1nc2c(c(=O)[nH]1)C(C)(C1CCCCC1)Cc1ccccc1-2 (configuration not stated)	-0.2	-0.3	4	0
Nc1n[nH]c2c(Br)cc(NC(=O)C(O)c3ccc(Cl)cc3)cc12 (configuration not stated)	0.1	0.2	11	-4
CCOc1cc(CN2CCN(Cc3ccc([N+](=O)[O-])cc3)CC2)ccc1OC	0.1	-1.0	6	68*
Cc1ccc(OCC(=O)NC2CCS(=O)(=O)C2)c(C)c1 (configuration not stated)	-0.1	-1.4	4	17
Cc1ccc(C2=NN(C(=O)CCCC(=O)O)C(c3cc4ccc(C)cc4nc3Cl)C2)cc1 (configuration not stated)	-0.2	2.6	8	-8
c1ccc2c(c1)CC(N1CCOCC1)C2	0.0	-0.6	-7	9
N#CC1=C(O)Cn2c1nc(=O)c1ccccc12	-0.2	-1.1	0	8
O=S1Cc2ccccc2CS1 (configuration not stated)	-0.1	-1.4	-5	-3
COc1ccc(NC(=O)c2cc3c(=O)n(C)c4ccccc4c3n2C)cc1Cl	0.8	-0.4	0	9
O=C(CCN1CCN(c2ccccc2)CC1)NNC(=O)CC12CC3CC(CC(C3)C1)C2	0.4	-1.5	-6	15
Cc1ccc(OCCOCCNC(C)(C)C)cc1C	-0.1	-0.6	8	37
COc1ccc(N2CC(CNC(=O)c3ccc(C)cc3)CC2=O)cc1 (configuration not stated)	0.3	-2.3	12	13
NC1(C(=O)O)CC(C(=O)O)C1 (configuration not stated)	0.0	-0.6	x	14
CC1CCC(NCc2c(C(=O)O)n(Cc3ccc(F)cc3Cl)c3ccccc23)CC1 (configuration not stated)	0.2	-0.5	9	7
CC(C)n1c(=O)n(CC(=O)N2CCc3ccccc32)c2cccnc21	-0.1	-0.9	-1	12
CCOC(=O)c1c(NC(=O)CSc2nnc(CNC(=O)COc3ccc(Cl)cc3)n2-c2ccc(F)cc2)sc2c1CCCC2	0.2	0.8	-4	3
O=C(O)c1cccc(N/N=C/c2ccncc2)c1	0.1	-5.4	-31	6
CC(C)(C)SCCNC(=O)CN1C(=O)c2ccccc2S1(=O)=O	0.0	-0.2	-4	7
COc1ccc2nc(NNC(=O)c3ccccc3OC)sc2c1	-0.1	0.3	-17	0
COc1ccccc1C1C(C(C)=O)=C(O)C(=O)N1CC1CCCO1 (configuration not stated)	-0.1	-0.2	0	-3
COc1ccc(N2CCN(CC(=O)Nc3cc4c(cc3C(C)=O)OCO4)CC2)cc1	0.1	2.1	-4	18
O=[N+]([O-])c1cc(CN2CCSCC2)ccc1O	-0.1	0.7	1	-6
COC(=O)CSc1nnc(COc2ccc([N+](=O)[O-])cc2)n1C	-0.3	1.2	0	-10

# Overlap with the part before: five compounds; new compounds follow.
molecule	FBW7 activator	GPR151 ag	TEAD-YAP inh	MITF inh
COc1ccc2nc(NNC(=O)c3ccccc3OC)sc2c1	-0.1	0.3	-17	0
COc1ccccc1C1C(C(C)=O)=C(O)C(=O)N1CC1CCCO1 (configuration not stated)	-0.1	-0.2	0	-3
COc1ccc(N2CCN(CC(=O)Nc3cc4c(cc3C(C)=O)OCO4)CC2)cc1	0.1	2.1	-4	18
O=[N+]([O-])c1cc(CN2CCSCC2)ccc1O	-0.1	0.7	1	-6
COC(=O)CSc1nnc(COc2ccc([N+](=O)[O-])cc2)n1C	-0.3	1.2	0	-10
O=C1CC2c3ccccc3C1C1C(=O)N(c3cccnc3)C(=O)C21 (configuration not stated)	0.3	0.5	-6	4
O=C(CN(C(=O)CNS(=O)(=O)c1ccc(F)cc1)c1ccccc1)NCc1ccco1	0.0	-0.6	-14	-6
CCCN(CCC)c1nc(C)cc(C(C#N)c2nc3ccccc3o2)n1 (configuration not stated)	0.2	1.5	3	2
COc1ccccc1C(=O)NC(=S)Nc1ccccc1O	-0.1	0.9	-57	-9
CCOC(=O)N1CCN(C(=O)NC2(C(F)(F)F)Oc3ccccc3O2)CC1	0.0	2.4	-11	-5
CCc1ccccc1NC(=O)c1c[nH]c(=O)n(-c2ccc(F)cc2)c1=O	-0.1	3.7	3	-2
c1cncc(-c2cc(NCCCn3ccnc3)nc(-c3cccnc3)n2)c1	-0.8	1.6	8	65*
Cc1ccc(-c2nnc(CCC(=O)N(C)CCOc3ccccc3)o2)s1	0.1	-1.5	2	2
CCCCNC1CCCN(c2nc(C)c3ccc(C)cc3n2)CC1 (configuration not stated)	0.0	-0.4	2	10
Cc1c(C(=O)N/N=C/c2nc3ccccc3[nH]2)nnn1-c1nonc1N	-0.5	-0.1	-6	28
CCOc1ccc(/C=N/NC(=O)C(=O)NC(C)(C)C)cc1	0.1	0.1	-5	-27
O=C(Nc1ccc([N+](=O)[O-])cc1O)Nc1ccccc1Br	x	0.4	x	-6
CC(C)(C)NC(=O)CSc1nnc(NC(=O)c2c(F)cccc2F)s1	-0.2	-0.7	1	2
O=C(CN(CCc1ccccc1)S(=O)(=O)c1cc(Cl)ccc1Cl)N1CCCC1	0.0	18*	-3	21
O=C(N/N=C\c1ccc2c(c1)OCO2)c1cccnc1	-0.1	-2.5	-25	2
Cc1cc2oc(=O)cc(CSc3ncccn3)c2cc1C	0.1	-0.4	3	-1
COc1cc(CN2CC(=O)N(c3ccc(Cl)c(C)c3)C2=S)cc(OC)c1OC	-0.1	-0.7	-1	-4
CCOCCCNC(=O)CN1C(=O)CSc2ccccc21	-0.1	0.6	-3	8
Cc1c(C#N)c2nc3c(c(-c4ccccc4)c2n1-c1ccccc1)CCCC3	0.0	6.1*	6	-1
Cc1ccc(S(=O)(=O)Nc2nnc(Cl)s2)cc1	-0.1	1.4	6	4
COc1ccc(OC)c(NC(=O)Nc2ccncc2)c1	0.2	3.0	8	13
CCOC(=O)C1=C(C)N(c2ccc(C)cc2)C(=O)/C1=C\c1ccccc1[N+](=O)[O-]	0.0	-0.2	-6	27
COCCNC(=O)c1nnc(Cc2ccc(Cl)cc2)o1	0.3	1.2	-7	10
Cc1ccc(C)c(C(=O)CSc2n[nH]c(C(C)C)n2)c1	0.2	0.4	2	8
COC(=O)c1ccc(C(=O)N(CC2CCCO2)c2nc3c(SC)cccc3s2)cc1 (configuration not stated)	-0.2	-0.2	-2	13
O=C1c2ccccc2C(=O)N1CC1NCCc2ccccc21 (configuration not stated)	0.5	-0.9	-1	8
O=C(Cn1nnnc1CN1CCCCCC1)NCCC1COc2ccccc2O1 (configuration not stated)	0.2	0.0	-2	-5
CC(C(=O)N1CCC2(CC1)CC(O)(c1ccc(F)cc1)CO2)n1nc2ccccc2n1 (configuration not stated)	-0.1	-0.4	1	0
CCOc1ccc(C(=O)CC(NCc2cccs2)C(=O)O)cc1 (configuration not stated)	0.1	2.1	3	10
O=C1Oc2ccccc2C2c3sc(=O)[nH]c3SCC12 (configuration not stated)	-0.1	0.3	11	4
CCCCOc1ccc(C(=O)Nc2cc3cc([N+](=O)[O-])ccc3oc2=O)cc1	-0.2	-0.2	-1	-1
C=CCNc1nc(-c2c(C)nc3cc(C)ccn23)cs1	-0.1	-0.2	-1	-6
O=C(Nc1c[nH]c2c(Cl)cccc2c1=O)N1CCn2cnnc2C1	0.0	0.5	5	9
CN=c1scc(-c2ccccc2Br)n1/N=C/c1ccc[nH]1	0.0	-2.0	88*	-5
CCOC(=O)c1ccccc1NC(=O)c1cccc([N+](=O)[O-])c1C	-0.1	1.5	8	1
Cc1cc(C)c(S(=O)(=O)N2CC(C)OC(C)C2)c(C)c1 (configuration not stated)	0.2	-0.9	-10	19
COc1ccccc1CN1CCN(S(C)(=O)=O)CC1	0.7	1.1	3	-4
CCOC(=O)Cc1csc(Nc2ccc(Cl)cc2)n1	-0.1	-2.1	-18	0
CN(C)c1ccccc1-c1cnc2c(NCC(F)(F)F)nccn12	-0.5	-0.1	1	1
CC(C)C(=O)N1CCCc2cc(NC(=O)Cc3ccc(F)cc3)ccc21	0.1	1.8	-12	5
Cc1ccc(C2C3=C(CC(C)(C)CC3=O)N(c3ccc(Cl)c(Cl)c3)C3=C2C(=O)CC(C)(C)C3)cc1	-0.1	0.9	-8	4

# Nothing new here: an excerpt of the list.
molecule	FBW7 activator	GPR151 ag	TEAD-YAP inh	MITF inh
CCCCOc1ccc(C(=O)Nc2cc3cc([N+](=O)[O-])ccc3oc2=O)cc1	-0.2	-0.2	-1	-1
C=CCNc1nc(-c2c(C)nc3cc(C)ccn23)cs1	-0.1	-0.2	-1	-6
O=C(Nc1c[nH]c2c(Cl)cccc2c1=O)N1CCn2cnnc2C1	0.0	0.5	5	9
CN=c1scc(-c2ccccc2Br)n1/N=C/c1ccc[nH]1	0.0	-2.0	88*	-5
